TEAD-YAP block = TEAD-YAP interaction inhibition, primary screen, TEAD-YAP interaction inhibitor project, luminescence, HEK-TIYL cells. TEAD-Gal4/YAP UAS-luciferase luminescence. inhibition, % at 9.12 µM. actives 1.4% (n = 640,000); in the data active = inhibition above about 32%;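 note: 0% = median of test compound wells and 100% = reference inhibitor wells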
FBW7 act = FBW7 E3 ligase activators, primary screen, biochemical, AlphaScreen, human; F-box/WD repeat-containing protein 7 (Homo sapiens), Q969H0; AlphaScreen FBW7–phospho-cyclin E peptide binding, activator screen; normalized activity (activation), % at 26.1 µM; actives 0.13% (n = 650,000); in the data active = normalized activity above about 1.9%;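 note: purified mutant Fbw7 with reduced substrate affinity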
GPR151 ag = activators of human GPR151, primary screen, cell-based, PathHunter beta-arrestin, luminescence. G-protein coupled receptor 151 (Homo sapiens), Q8TDV0. PathHunter beta-arrestin GPR151 cells. activation, % at 11.2 µM. actives 1% (n = 650,000). AID 1508602, 2020; in the data active = activation above about 4.9%;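 note: 0% = median of compound wells and 100% = cells with positive control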
Target sequence (Q8TDV0 whole entry, looked up): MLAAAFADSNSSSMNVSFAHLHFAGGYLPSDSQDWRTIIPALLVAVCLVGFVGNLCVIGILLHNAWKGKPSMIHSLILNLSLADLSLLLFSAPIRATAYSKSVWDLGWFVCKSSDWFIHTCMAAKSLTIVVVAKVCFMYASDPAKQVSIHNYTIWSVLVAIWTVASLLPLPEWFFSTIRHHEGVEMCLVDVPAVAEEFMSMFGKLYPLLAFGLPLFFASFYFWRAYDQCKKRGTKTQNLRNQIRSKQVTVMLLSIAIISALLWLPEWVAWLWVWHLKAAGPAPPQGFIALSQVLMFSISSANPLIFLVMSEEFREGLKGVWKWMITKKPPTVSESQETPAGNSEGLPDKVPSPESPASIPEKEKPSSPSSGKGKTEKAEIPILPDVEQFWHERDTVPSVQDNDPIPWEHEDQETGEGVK
MITF primary = MITF inhibitors, primary screen, biochemical, AlphaScreen, human; actives 0.91% (n = 650,000); AlphaScreen MITF homodimerization, bead proximity signal; inhibition, % at 2.6 µM; AID 1259374, 2018; Microphthalmia-associated transcription factor (Homo sapiens), O75030; in the data active = inhibition above about 50%;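 note: 0% = vehicle wells with protein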
* marks the source's active call; other numbers are inactive results. An unsorted share of the library (roughly 3.4% active in at least one column).

Screening O=C(NC12CCC3CC(CC(C3)C1)C2)c1cccs1 returned TEAD-YAP block 7.5, FBW7 act 1.1, GPR151 ag 0.2 and MITF primary 9.8.
CC(=O)c1ccc(NC(=O)N2CCCN(Cc3nc4ccccc4[nH]3)CC2)cc1 was read as TEAD-YAP block -3.1, FBW7 act 0.1, GPR151 ag 0.0 and MITF primary 9.4.
For CCOc1ccc(CN2CCc3c(nc(N4CCCCC4)[nH]c3=O)C2)cc1 the results were TEAD-YAP block 6.7, FBW7 act 0.0, GPR151 ag 0.1 and MITF primary 1.9.
Nn1cnn2c(SCC(=O)C3CC3)nnc12 was read as TEAD-YAP block 0.3, FBW7 act -0.2, GPR151 ag -1.3 and MITF primary -7.0.
Screening FC(F)c1nc2ccccc2[nH]1 returned TEAD-YAP block -8.8, FBW7 act -0.1, GPR151 ag 2.0 and MITF primary -0.7.
For COc1cccc(CC2(CO)CCN(C(=O)c3cnn(C(C)C)c3)CC2)c1 the results were TEAD-YAP block 1.7, FBW7 act 0.1, GPR151 ag -1.8 and MITF primary 6.7.
CC(=O)NCc1nnc2n1CCN(CC1CCCCC1)CC2 was read as TEAD-YAP block -16.0, FBW7 act 0.0, GPR151 ag -1.0 and MITF primary 11.8.
Screening C1=CCC(CN2CCOc3ccc(CN4CCC(Oc5cccnc5)CC4)cc3C2)CC1 (centres undefined) returned TEAD-YAP block 5.2, FBW7 act -0.1, GPR151 ag 0.5 and MITF primary 3.8.
Screening Cc1ccc2cc3c(N)nn(C(=O)c4ccccc4[N+](=O)[O-])c3nc2c1 returned TEAD-YAP block -2.9, FBW7 act -0.1, GPR151 ag -0.2 and MITF primary -0.4.
COc1cc(NC(=S)NCc2ccc(F)cc2)cc(OC)c1OC was read as TEAD-YAP block 3.9, FBW7 act 0.0, GPR151 ag 1.4 and MITF primary 6.3.
For CCC(=O)N(CCO)Cc1cc2cc3c(cc2[nH]c1=O)OCO3 the results were TEAD-YAP block 1.8, FBW7 act 1.5, GPR151 ag -0.8 and MITF primary 5.1.
`O=C(O)/C(=C\c1ccco1)NC(=O)c1ccccc1Br` gave TEAD-YAP block 8.6, FBW7 act -0.2, GPR151 ag 1.1 and MITF primary 8.7.
COC(=O)C(C)Sc1ccc2nnc(-c3ccc(OC)c(OC)c3)n2n1 (centres undefined) was read as TEAD-YAP block -20.7, FBW7 act -0.2, GPR151 ag -0.3 and MITF primary -13.1.

Molecules listed so far that have fluorine:
Screening FC(F)c1nc2ccccc2[nH]1 returned TEAD-YAP block -8.8, FBW7 act -0.1, GPR151 ag 2.0 and MITF primary -0.7.
COc1cc(NC(=S)NCc2ccc(F)cc2)cc(OC)c1OC was read as TEAD-YAP block 3.9, FBW7 act 0.0, GPR151 ag 1.4 and MITF primary 6.3.

Structural class: those above with a carbonyl joined to an NH by a bond outside any ring
Screening O=C(NC12CCC3CC(CC(C3)C1)C2)c1cccs1 returned TEAD-YAP block 7.5, FBW7 act 1.1, GPR151 ag 0.2 and MITF primary 9.8.
CC(=O)c1ccc(NC(=O)N2CCCN(Cc3nc4ccccc4[nH]3)CC2)cc1 was read as TEAD-YAP block -3.1, FBW7 act 0.1, GPR151 ag 0.0 and MITF primary 9.4.
CC(=O)NCc1nnc2n1CCN(CC1CCCCC1)CC2 was read as TEAD-YAP block -16.0, FBW7 act 0.0, GPR151 ag -1.0 and MITF primary 11.8.
`O=C(O)/C(=C\c1ccco1)NC(=O)c1ccccc1Br` gave TEAD-YAP block 8.6, FBW7 act -0.2, GPR151 ag 1.1 and MITF primary 8.7.

High-throughput results deposited in PubChem BioAssay by The Scripps Research Institute Molecular Screening Center.
